# Bioassay records (PubChem)
# STAT3 activator – STAT3 signaling activation; U3A cells, IL-6 STAT3-luciferase reporter, luminescence; 100% = signal with IL-6 EC80 alone; 190,000 tested, 0.91% active; activation (% of control), % at 5.6 µM;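 active means activation above the screen-wide mean of compound activation plus 3 SD, cut at about 130% in these data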;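 further: 0% = background luminescence of wells with medium and substrate only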
#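 Material: STAT3-luciferase reporter U3A cells. Controls: IL-6-treated wells, 100% activation. Read-out: % activation versus median of IL-6-stimulated wells. Probe or stimulus: IL-6 stimulus at 33 ng/mL final. Timing: compound 1 h, then IL-6 6 h at 37 °C. Signal: reporter luminescence signal.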
# S1P3 antag – blocks the human S1P3 receptor; Q99500; CHO S1P3 NFAT-BLA reporter, FRET fluorescence, antagonist mode; inhibition, % at 4.98 µM; 170,000 tested, 0.27% active; AID 485;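 active means inhibition above the plate cutoff, the mean inhibition of test wells on that plate plus 3 SD, cut at about 28% in these data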;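 further: cells challenged with S1P at its EC80 of 0.8 µM; blue over green emission ratio from cleaved BLA substrate after 4 h stimulation; 0% = S1P-stimulated wells and 100% = unstimulated DMSO-only wells; some compounds past the cut are filed as inactive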
# Target sequence (Q99500 whole entry, looked up): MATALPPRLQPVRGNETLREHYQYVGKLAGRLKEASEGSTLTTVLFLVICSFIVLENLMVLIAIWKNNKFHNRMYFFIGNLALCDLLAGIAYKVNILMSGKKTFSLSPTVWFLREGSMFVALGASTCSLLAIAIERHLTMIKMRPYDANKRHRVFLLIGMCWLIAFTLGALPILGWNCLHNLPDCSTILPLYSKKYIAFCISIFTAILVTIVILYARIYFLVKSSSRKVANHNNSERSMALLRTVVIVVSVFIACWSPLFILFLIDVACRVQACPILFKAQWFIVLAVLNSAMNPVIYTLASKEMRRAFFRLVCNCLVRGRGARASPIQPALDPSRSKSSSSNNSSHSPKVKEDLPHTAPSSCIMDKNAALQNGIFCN
# ROMK mod – modulators of human ROMK potassium channel; P48048; Tet-inducible ROMK, thallium flux fluorescence; actives lie on both sides; B-score at 10 µM; 130,000 tested, 2% active;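 active means signal ratio slope over the read window, or its plate-corrected B-score, at least 3 SD from the plate mean, either direction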;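 further: B-score of the F/F0 ratio slope over 7 to 12 s after thallium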
# Target sequence (P48048 whole entry, looked up): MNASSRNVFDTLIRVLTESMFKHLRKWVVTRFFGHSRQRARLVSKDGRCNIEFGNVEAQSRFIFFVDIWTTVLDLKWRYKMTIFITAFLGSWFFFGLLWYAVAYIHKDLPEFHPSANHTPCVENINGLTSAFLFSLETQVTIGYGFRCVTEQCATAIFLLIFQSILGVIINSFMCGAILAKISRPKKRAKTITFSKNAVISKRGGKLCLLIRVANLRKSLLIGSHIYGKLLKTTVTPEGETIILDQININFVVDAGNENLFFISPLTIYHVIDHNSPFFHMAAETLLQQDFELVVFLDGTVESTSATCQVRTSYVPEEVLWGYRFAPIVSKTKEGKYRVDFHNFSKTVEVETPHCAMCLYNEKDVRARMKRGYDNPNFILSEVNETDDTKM
# RAM network inh – yeast RAM network inhibition; inhibition, % at 50 µM; 190,000 tested, 1.8% active; S. cerevisiae dse1pr::URA3 reporter, 5-FOA growth OD615, 2 d; analog-sensitive cbk1-as2 kinase mutant strain;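 active means inhibition above a set limit, 3 SD over mean compound inhibition, cut at about 8.4% in these data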;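 further: 0% = DMSO-only wells with no growth and 100% = 10 µM 1-NA-PP1 full growth; inhibition rescues growth on 5-FOA so higher OD means more RAM inhibition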
# TR-FRET SRC-2 ct – counter-screen for PPARgamma SRC-2 recruitment agonists: TR-FRET artefact; active compounds read high; TR-FRET ratio at 8 µM; 200,000 tested, 0.4% active; in the data active means TR-FRET ratio above about 2000; further: inactives centre near 1500
# PPARg SRC3 recr – agonists of human PPARgamma SRC-3 coactivator recruitment. activation, % at 8 µM. P37231. AID 731. biochemical PPARgamma/SRC-3 coactivator recruitment assay. 200,000 tested, 0.26% active; in the data active means activation above about 23%;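 further: 0% = DMSO and 100% = reference agonist; some compounds past the cut are filed as inactive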
# PPARg SRC-2 ag – promotes SRC-2 coactivator recruitment by human PPARgamma; PPARgamma LBD-SRC-2 recruitment, biochemical; 200,000 tested, 0.34% active; activation, % at 8 µM; in the data active means activation above about 22%;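 further: 0% = vehicle and 100% = reference agonist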
# TLR4-MyD88 BLA – inhibitors of human TLR4-MyD88 binding | O00206+Q99836 | HeLa CL3-4 TLR4/MyD88 BLA complementation, FRET ratio | inhibition, % at 8.4 µM | 200,000 tested, 0.18% active | AID 861; in the data active means inhibition above about 25%;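 further: 0% = vehicle and 100% = reference inhibitor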
# STAT3 inh – STAT3 signaling inhibition | U3A cells, IL-6 STAT3-luciferase reporter, luminescence; host cell line lacks STAT1 | inhibition, % at 5.5 µM | 190,000 tested, 0.89% active | AID 862;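 active means inhibition above the mean inhibition across all screened compounds plus 3 SD, cut at about 44% in these data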;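 further: 0% = DMSO only wells and 100% = 100 µM nifuroxazide control wells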
# PPARg SRC-1 ag – PPARgamma-driven SRC-1 recruitment agonism; P37231; PPARgamma-SRC-1 coactivator recruitment biochemical assay; activation, % at 8 µM; 200,000 tested, 0.41% active; in the data active means activation above about 19%;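 further: 0% = DMSO and 100% = reference agonist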
# STAT1 blocker – STAT1 signaling inhibition. 200,000 tested, 0.35% active. AID 920. inhibition, % at 5.5 µM. NIH 3T3 STAT1-luciferase reporter, IFN-gamma, luminescence;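 active means inhibition above a set limit, the mean inhibition across all tested compounds plus 3 SD, cut at about 34% in these data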;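 further: 0% = IFN-gamma with DMSO and 100% = IFN-gamma with 300 µM nifuroxazide; values of inactives mirror those of a sister screen read the other way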
# The depositor's hits bear a star; / = not tested or not shown.
SMILES,STAT3 activator,S1P3 antag,ROMK mod,RAM network inh,TR-FRET SRC-2 ct,PPARg SRC3 recr,PPARg SRC-2 ag,TLR4-MyD88 BLA,STAT3 inh,PPARg SRC-1 ag,STAT1 blocker
CCCn1c(N)c(C(=O)CSc2nnc(C3CC3)n2Cc2ccccc2)c(=O)[nH]c1=O,92.9,/,/,7.3,1267,-5.5,-6.7,11.1,15.3,-7.4,10.6
Cc1cc(C)n2nc(SCC(=O)c3ccccc3)nc2n1,96.2,2.7,0.338,-0.9,1443,-3.6,7.3,7.6,7.4,2.3,-5.5
CN(C)S(=O)(=O)c1cc(NC(=O)CN2CCOCC2)ccc1Cl,105.7,-5.1,0.295,3.4,1759,5.2,12.5,-9.5,-1.6,3.1,3.7
CCOC(=O)N1CCC(NC(=O)CN2C(=O)C(CC)Oc3ccc(C)cc32)CC1 (configuration not stated),107.2,-11.7,0.958,-1.5,1354,0.7,0.5,-5.3,-1.9,-3.7,10.5
N#Cc1nc(-c2ccc(Cl)cc2)oc1NCC1CCCO1 (configuration not stated),99.0,-3.7,-0.5,0.1,1588,-0.1,7.9,1.1,5.9,1.8,-21.6
O=c1[nH]c2cc3c(cc2cc1C(c1nnnn1CC1CCCO1)N1CCCCCC1)OCCO3 (configuration not stated),108.2,/,0.291,-0.1,1527,-2.7,-2.1,-15.9,-2.3,1.6,2.7
O=C(NCCO)c1cccc(Nc2nc(-c3ccccc3)c3cc(Cl)ccc3n2)c1,88.3,/,/,7.4,1731,2.0,8.3,3.6,24.5,-2.2,-4.5
O=C(c1ccco1)N1CCN(C(=O)c2cc3cc([N+](=O)[O-])ccc3oc2=O)CC1,88.1,10.1,/,-0.7,1669,2.9,2.6,-3.5,20.3,5.9,-4.0
Cc1ccc(-c2cc(C(=O)NCc3ccco3)c3ccccc3n2)s1,83.5,/,/,3.4,1836,19.9,13.2,2.2,24.1,13.1,2.8
CC12CC(NC(=O)N1c1cccc(C(=O)NCc3ccccc3)c1)c1ccccc1O2 (configuration not stated),109.4,/,/,1.8,1728,7.5,3.4,-10.4,-0.5,1.6,5.9
COc1ccc(C(=O)NC(=S)NCc2ccccc2)cc1OC,101.4,0.6,-0.561,0.7,1413,0.6,7.0,-0.4,0.7,0.2,1.4
Cc1ccc(-n2c(SCC(=O)Nc3ccc4c(c3)OCCO4)nnc2-c2ccco2)cc1,93.2,-20.3,0.41,5.9,1609,8.7,-3.0,2.6,11.8,-1.2,23.5
COc1cc2c3c(c1OC)C1(C=CC(=NNC(N)=O)C=C1)CC3N(C(C)=O)CC2 (configuration not stated),104.0,-11.4,0.274,0.8,1458,-0.5,-1.6,-9.5,-7.3,-2.1,-6.4
CC(=O)NNC(=S)Nc1cc(S(=O)(=O)N(C)C)ccc1C,95.0,-0.1,0.719,0.1,1533,1.5,-2.5,-6.7,9.5,-0.2,4.0
CCc1nnc(NC(=O)CSc2nnc(C3CCCCC3)n2-c2ccccc2)s1,102.0,3.5,/,0.8,1537,5.3,-1.6,0.2,3.2,-6.1,-1.0
O=C(CSc1nnc(Cc2cc(=O)[nH]c(=O)[nH]2)n1-c1ccccc1)N1CCCCC1,121.7,-51.6,/,0.1,1681,8.6,4.1,-6.6,-21.6,5.7,5.2
CC(C)Oc1cccc(OCCN2C(=O)c3ccccc3C2=O)c1,95.5,-8.8,0.179,0.7,1546,-1.8,2.9,16.1,10.2,-2.6,-20.2
CCOc1ccc(NC(=O)c2sc(N3CCOCC3)nc2-c2ccccc2)cc1,99.8,-25.1,/,1.1,1554,0.7,4.7,-6.9,2.5,2.2,4.2
CCOC(=O)C1CCN(C(=O)COc2ccc(S(=O)(=O)NC(C)(C)C)cc2)CC1,99.6,-25.7,/,0.9,1588,3.6,0.4,-6.4,5.4,5.8,-5.5
CC[n+]1c(C)sc2c3ccsc3ccc21,113.9,-13.8,-0.000521,1.5,1384,8.3,-0.6,14.8,-10.9,-0.8,4.7
CN(CC(=O)N1CCN(c2cccc(Cl)c2)CC1)S(=O)(=O)c1cccs1,95.0,/,-0.5,0.8,1594,3.6,10.3,-4.3,11.4,5.8,2.4
Cn1c(=O)c(=O)n(C)c2cc(S(=O)(=O)N3CCN(c4ccc(F)cc4)CC3)ccc21,99.3,-3.5,-0.245,0.9,1804,2.0,17.5,-1.3,9.1,8.4,6.5
CCOC(=O)CC(NC(=O)c1cc2cc(Br)ccc2oc1=O)c1cccc([N+](=O)[O-])c1 (configuration not stated),90.1,-24.7,-0.102,2.7,1444,1.7,6.5,7.8,14.8,-0.2,9.8
O=C1CCCc2sccc2N1,106.6,-22.0,1.53,2.7,1476,5.3,-4.5,1.3,-4.6,3.9,-9.0
Cc1cc(C)cc(NCc2cc(=O)oc3cc(-c4ccccc4)c(O)cc23)c1,102.9,-12.4,/,4.4,1549,1.8,5.3,-3.6,-4.9,1.3,-4.1
Cc1nc(NC(=O)/C=C/c2ccccc2)sc1C(=O)Nc1ccccc1,91.7,/,/,1.9,1646,5.3,4.5,5.6,20.7,-4.3,-6.5
CC(NC(=O)COC(=O)c1cc(NS(=O)(=O)c2ccc(Cl)c([N+](=O)[O-])c2)ccc1O)C1CC2CCC1C2 (configuration not stated),103.2,-2.7,-0.11,2.7,1825,3.0,0.8,-3.0,0.3,1.5,1.7
CC(=O)Nc1ccccc1Sc1ccc2c3c(cccc13)C(=O)N(c1ccc(C)cc1)C2=O,97.5,-17.4,/,4.8,1690,0.0,13.0,-9.2,2.9,7.1,6.0
O=C(O)CCSc1nc2ccccc2n1CCOc1ccccc1,98.3,-19.7,/,1.9,1802,11.8,10.2,8.4,7.7,12.6,-6.9
O=C1CCCC2=C1C1(O)C(=O)c3ccccc3C1(O)O2 (configuration not stated),103.7,-44.6,-1.08,1.4,1557,10.1,0.2,-4.9,-1.3,7.1,-6.2
CCN(CC)S(=O)(=O)c1cccc(C(=O)OCC(=O)NC(C)c2ccccc2)c1 (configuration not stated),97.9,-6.4,0.246,0.9,1675,1.6,2.0,-13.4,4.6,7.2,0.2
Cc1ccc2[nH]c(=O)c(C(c3nnnn3C(C)(C)C)N3CCN(C(=O)c4ccco4)CC3)cc2c1 (configuration not stated),105.4,/,/,0.4,1643,-6.1,-0.8,-4.7,4.0,5.0,7.1
CCn1c(SCC(=O)O)nc2ccccc21,95.9,-13.1,0.00178,1.2,1758,2.5,3.9,1.1,7.2,2.5,4.2
O=C(c1ccccc1F)N1CCN(c2ccc([N+](=O)[O-])c(NCC3CCCO3)c2)CC1 (configuration not stated),102.8,-2.4,-1.53,0.8,1533,1.2,3.2,3.2,1.1,12.9,-11.7
CCOCCCN1C(=O)CN(C2CCCCC2)C(=O)C1c1ccc(OCC)c(OC)c1 (configuration not stated),95.5,/,1.21,-0.7,1576,8.2,4.0,-3.5,14.0,6.3,3.0
O=C(CC12CC3CC(CC(C3)C1)C2)NCCN1CCOCC1,99.3,-25.3,/,0.3,1403,-2.2,-8.0,-8.1,1.8,-8.7,-2.0
CCN(CC)c1ccc([N+](=O)[O-])cc1C(=O)N1CCOCC1,101.4,-11.4,0.273,1.6,1736,4.3,6.8,-19.9,-0.1,3.8,2.3
NC(=O)C(CC(=O)O)NC(=O)[C@@H]1CCOc2c(I)cc([N+](=O)[O-])cc2C(=O)N[C@@H](CCC(=O)O)C(=O)N[C@@H](CO)C(=O)N1 (some centres not stated),102.8,-9.0,-0.702,1.9,1516,1.3,14.2,-3.4,-6.2,7.8,6.8
Cc1ccc(-c2nnc(SCC(C)C)n2C)cc1,101.7,/,/,0.1,1341,-9.3,-9.2,-4.4,2.0,4.6,-41.2
C[C@@H](CN1C2=NC[C@H](C)N2C[C@H]1Cc1ccc(O)cc1)NC(=O)CCC1CCCCC1,/,-11.9,/,-0.1,1551,1.9,10.2,-14.3,/,3.8,-1.4
CCN(CC)C(=S)NCCc1ccccc1,95.0,-9.5,0.763,0.7,1598,1.7,8.4,6.5,11.3,4.6,-3.6
COc1ccc(/C=C/C(=O)NCCOc2ccc(C)cc2)cc1,100.6,6.3,0.864,0.8,1353,-1.3,-8.6,1.5,0.6,5.5,-6.1
COc1cc(C2NC(=S)NC(c3ccccc3)=C2C(C)=O)ccc1O (configuration not stated),103.8,-0.3,-0.88,2.2,1570,2.4,4.0,-18.6,0.1,2.9,0.4
CCOC(=O)c1c(NC(=O)C2C3CCC(O3)C2C(=O)O)sc2c1CCCC2 (configuration not stated),100.4,-1.7,-0.596,-1.1,1641,-2.3,-1.6,-1.9,0.8,-3.1,-0.7
CCOC(=O)c1ccc2c(c1)N(CC(=O)N1CCCCC1)C(=O)C(C)(C)O2,101.4,/,/,0.1,1479,-0.7,5.9,2.5,1.4,1.8,-0.5
CCOc1ccc2c3c(c(=O)oc2c1OCC)CCCC3,85.0,/,/,0.0,1766,-2.3,6.4,-0.1,20.5,3.5,4.1
O=C(Nc1ccc(Cl)cc1C(=O)NCc1cccnc1)c1ccc(Cl)cc1Cl,102.7,-1.4,/,0.4,1380,-1.8,4.2,-3.3,-4.7,2.0,-2.3
O=C(N/N=C/C1=C(N2CCOCC2)C(=C\c2ccccc2)/CC1)Nc1ccccc1,100.7,11.7,/,4.5,1432,-3.0,1.6,5.3,0.1,-3.3,-7.9
CC(C)NC(=O)CCS(=O)(=O)c1cccc2nonc12,105.4,/,0.188,0.0,1268,-0.9,1.5,6.1,-9.8,7.5,-9.1
Cc1cc(O)c(C2=Nc3ccccc3SC(c3ccc(Cl)cc3)C2)c(=O)o1 (configuration not stated),116.7,2.1,-0.703,4.8,1761,5.3,17.2,5.1,-23.8,2.4,-24.2
Cc1cccc(C)c1NC(=S)Nc1c(C)n(C)n(-c2ccccc2)c1=O,99.9,4.5,-0.0114,0.7,1391,-4.9,-1.3,-15.7,-2.2,26.2*,4.8
CCOC(=O)c1sc(SC)nc1N,99.8,-4.7,0.103,0.5,1506,1.2,0.7,-5.3,2.2,6.3,3.7
